Screening data from PubChem.
TLR4 MyD88 comp – blocks binding of human TLR4 to MyD88. O00206+Q99836. HeLa CL3-4 TLR4/MyD88 BLA complementation, FRET ratio. AID 861. 0.18% of 200,000 active. inhibition, % at 8.4 µM; in the data active = inhibition above about 25%;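 also: 0% = vehicle and 100% = reference inhibitor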
Target sequence (O00206 whole entry, looked up): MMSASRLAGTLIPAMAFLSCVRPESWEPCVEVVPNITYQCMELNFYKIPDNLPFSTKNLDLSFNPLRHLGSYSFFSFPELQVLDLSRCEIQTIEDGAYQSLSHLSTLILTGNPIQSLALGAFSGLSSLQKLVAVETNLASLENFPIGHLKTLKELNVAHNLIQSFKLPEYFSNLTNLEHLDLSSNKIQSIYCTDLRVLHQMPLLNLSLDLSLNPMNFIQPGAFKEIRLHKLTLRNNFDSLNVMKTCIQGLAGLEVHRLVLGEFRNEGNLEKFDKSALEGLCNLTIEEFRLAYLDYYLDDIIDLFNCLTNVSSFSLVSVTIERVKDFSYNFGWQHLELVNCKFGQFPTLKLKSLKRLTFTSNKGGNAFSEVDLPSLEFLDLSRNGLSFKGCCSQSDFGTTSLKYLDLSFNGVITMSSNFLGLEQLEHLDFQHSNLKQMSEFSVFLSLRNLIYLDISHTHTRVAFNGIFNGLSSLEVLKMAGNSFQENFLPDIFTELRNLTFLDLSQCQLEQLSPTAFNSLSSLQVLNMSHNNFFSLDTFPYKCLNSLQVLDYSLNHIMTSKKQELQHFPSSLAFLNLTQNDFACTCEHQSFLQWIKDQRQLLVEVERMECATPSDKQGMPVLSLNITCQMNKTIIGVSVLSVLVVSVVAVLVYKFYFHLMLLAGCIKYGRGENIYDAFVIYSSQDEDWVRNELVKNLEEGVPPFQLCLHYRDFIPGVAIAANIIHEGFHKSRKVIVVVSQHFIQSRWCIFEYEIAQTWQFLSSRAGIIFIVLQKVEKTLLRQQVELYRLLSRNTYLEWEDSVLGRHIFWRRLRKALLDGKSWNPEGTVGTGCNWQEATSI
Target sequence (Q99836 whole entry, looked up): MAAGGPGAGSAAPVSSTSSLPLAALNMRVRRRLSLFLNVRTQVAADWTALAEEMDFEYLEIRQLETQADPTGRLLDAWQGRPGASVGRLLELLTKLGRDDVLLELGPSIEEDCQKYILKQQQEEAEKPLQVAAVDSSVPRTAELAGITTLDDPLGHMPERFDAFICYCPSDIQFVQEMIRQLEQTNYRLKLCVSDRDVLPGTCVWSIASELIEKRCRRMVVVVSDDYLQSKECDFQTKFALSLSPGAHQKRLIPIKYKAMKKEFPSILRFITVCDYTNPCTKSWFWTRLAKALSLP
NF-kB neuron act – NF-kB expression increase, human neuronal cells; AID 1239; fold change at 12.5 µM; 1.6% of 190,000 active; NF-kB reporter expression; active compounds read high; in the data active = fold change above about 3.3
APP 5'UTR act – activates APP 5'UTR luciferase reporter; SH-SY5Y APP 5'UTR luciferase reporter, luminescence; zero percent = DMSO vehicle wells; activation, % at 2 µM; 1% of 190,000 active;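 active = activation above a set limit, based on mean plus 3 SD of controls, cut at about 140% in these data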; also: values of inactives mirror those of a sister screen read the other way
Efa HMGR inh – E. faecalis class II HMG-CoA reductase inhibition. purified E. faecalis HMGR, NADPH absorbance 340 nm kinetic. inhibition, % at 10 µM. 0.41% of 190,000 active. AID 1066;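 active = inhibition above a set limit, the median over all tested compounds plus 3 SD, cut at about 9.5% in these data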;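 also: enzyme runs in reverse so mevalonate oxidation gives rising NADPH absorbance; 0% = complete reaction with DMSO and 100% = background rate lacking mevalonate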
Redox H2O2 prof – compounds producing H2O2 with reducing agent – biochemical, NIH compound library profiling, artefact control for MLSCN library redox annotation, primary screen; activation, % at 10 µM; 0.03% of 200,000 active; DTT-dependent redox cycling H2O2, phenol red/HRP absorbance; 100% = 100 µM peroxide control, 0% = buffer;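 active = activation of at least 50% relative to the plate's high and low controls in the primary single-dose screen; inactive = activation below 50%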;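 also: compound incubated with DTT at 0.8 mM final as the reducing agent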
STAT1 inh – inhibitors of IFN-gamma induced STAT1 signaling. inhibition, % at 5.5 µM. NIH 3T3 STAT1-luciferase reporter, luminescence. 0.35% of 200,000 active;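 active = inhibition above a set limit, the mean inhibition across all tested compounds plus 3 SD, cut at about 34% in these data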;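 also: 0% = IFN-gamma with DMSO and 100% = IFN-gamma with 300 µM nifuroxazide; values of inactives mirror those of a sister screen read the other way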
STAT3 inh – STAT3 signaling inhibition. U3A cells, IL-6 STAT3-luciferase reporter, luminescence; host cell line lacks STAT1. inhibition, % at 5.5 µM. 0.89% of 190,000 active. AID 862;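 active = inhibition above the mean inhibition across all screened compounds plus 3 SD, cut at about 44% in these data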;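 also: 0% = DMSO only wells and 100% = 100 µM nifuroxazide control wells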
STAT3 activator – activators of IL-6 induced STAT3 signaling; U3A cells, IL-6 STAT3-luciferase reporter, luminescence; 100% = signal with IL-6 EC80 alone; 0.91% of 190,000 active; activation (% of control), % at 5.6 µM;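 active = activation above the screen-wide mean of compound activation plus 3 SD, cut at about 130% in these data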;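 also: 0% = background luminescence of wells with medium and substrate only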
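System – human U3A cells carrying STAT3-luciferase construct · Probe or stimulus – Interleukin-6, 33 ng/mL · Schedule – compound 1 h, then IL-6 6 h at 37 °C · Signal – luminescence from STAT3-driven luciferase reporter · Evaluation – percent of IL-6-only median luminescence · Benchmarks – IL-6-only high control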
STAT1 act – STAT1 signaling activation; NIH 3T3 STAT1-luciferase reporter, IFN-gamma, luminescence; 100% = IFN-gamma alone, no compound; activation (% of control), % at 5.5 µM; 2.6% of 200,000 active;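 active = activation above the screen-wide mean activation plus 3 SD, cut at about 130% in these data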;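 also: raw ratio to IFN-gamma control signal so 100% means no change and 0% no light; values of inactives mirror those of a sister screen read the other way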
Hsp70 activator – transcriptional activators of Hsp70. 0.04% of 200,000 active. AID 1203. HeLa Hsp70 promoter luciferase reporter, luminescence; scaled: vehicle 0, proteasome-inhibitor control 100%. activation, % at 10 µM;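 active = activation above the mean across all tested compounds plus 3 SD, cutoff set per campaign, cut at about 5.5% in these data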;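 also: 100% = MG132 at 30 µM as the positive control and 0% = DMSO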
The depositor's hits bear a star; / = no result given.

no.	smiles	TLR4 MyD88 comp	APP 5'UTR act	STAT3 inh	STAT1 inh	Hsp70 activator	Redox H2O2 prof	STAT1 act	STAT3 activator	NF-kB neuron act	Efa HMGR inh
1	Cc1ccc(-c2nc(C#N)c(NCCc3ccccn3)o2)cc1	8.4	32.3	-2.8	-25.5	0.3	0.2	123.4	106.1	1.63	-2.6
2	Cc1ccc(-n2nnc(-c3cccnc3Cl)n2)cc1	-9.6	203.8*	/	-26.4	-0.1	0.0	126.1	/	8.58*	6.4
3	O=c1[nH]cnc2c1nc(SCc1ccccc1)n2C1OC(CO)C(O)C1O (configuration not stated)	2.4	-4.3	8.1	-5.8	-0.4	2.6	105.3	98.0	1.12	2.6
4	CCCOc1cc(C)c(S(=O)(=O)n2nnc3ccccc32)cc1C	0.9	-6.0	-6.0	-0.4	0.2	0.1	100.4	102.3	1.86	-0.9
5	S=C1NC2(CCCCCC2)N=C1c1ccccc1	-14.2	19.2	2.2	-10.0	-0.3	-0.2	107.1	106.0	1.53	0.4
6	CCn1c(-c2cc(-c3cccc(OC)c3)nc3ccccc23)n[nH]c1=S	12.9	-35.5	7.9	3.9	-0.4	-1.7	96.4	98.2	1.08	1.5
7	Cc1cccc(C(=O)Nc2cccc(-c3cnc4ccccc4n3)c2)c1	2.7	-0.2	26.5	5.8	-0.1	0.7	96.5	83.3	1.4	0.2
8	CC1(C)CC(C#N)(N2CCOCC2)CCO1 (configuration not stated)	-15.2	17.6	-4.8	-0.5	-0.1	0.5	102.3	105.9	1.04	-9.5
9	CCCOC(=O)c1ccc(NC(=O)c2nc3nc(C)cc(C)n3n2)cc1	-11.3	12.1	21.9	2.8	0.0	0.6	95.5	85.1	0.77	3.1
10	CC1(C)NC(=O)N(CNc2cc(Cl)ccc2Cl)C1=O	-3.4	7.2	-3.2	-2.1	-0.1	2.0	101.9	106.3	1.06	-9.2
11	CC(C)(C)c1ccc(/C=C/C(=O)N2CCc3ccccc3C2)cc1	-5.5	-0.2	11.0	-3.7	-0.5	-7.3	103.4	96.2	1.13	-3.9
12	COC(=O)/C(=C\c1c[nH]c2ccccc12)NC(C)=O	-4.4	-1.6	-2.8	-4.0	-0.5	-2.9	103.7	106.8	1.43	-1.6
13	Cn1c(N)c(C(=O)COC(=O)C(Cc2ccccc2)NC(=O)c2ccccc2)c(=O)n(C)c1=O (configuration not stated)	-1.3	12.4	-0.1	-1.3	0.0	-1.5	101.1	101.6	1.02	0.0
14	Cc1c(C(=O)OCC(=O)c2c(N)n(CC(C)C)c(=O)n(C)c2=O)oc2ccccc12	-2.0	-8.5	43.3	7.6	-0.2	4.1	92.9	67.3	0.93	0.1
15	COCCCNc1nc(-c2ccncc2)nc2ccccc12	-6.7	5.2	12.0	6.3	-0.4	-0.8	94.3	91.3	0.83	-7.0

Further results follow:
no.	smiles	TLR4 MyD88 comp	APP 5'UTR act	STAT3 inh	STAT1 inh	Hsp70 activator	Redox H2O2 prof	STAT1 act	STAT3 activator	NF-kB neuron act	Efa HMGR inh
16	CC(=O)O/N=C1\C(=O)N(Cc2ccc(C)cc2)c2ccccc21	10.2	-18.8	-0.6	10.1	-0.4	-0.1	90.4	104.8	0.83	6.4
17	CC(=O)Nc1ccc(OC(=O)C(CCS(C)(=O)=O)N2C(=O)c3ccccc3C2=O)cc1 (configuration not stated)	1.9	-18.0	-8.8	-4.8	0.1	1.1	105.5	110.0	1.22	-0.5
18	CCOCc1nnc(NC(C)=O)s1	-4.5	17.0	1.2	4.2	0.0	1.5	96.1	103.0	1.16	-7.1
19	Cc1nc(-c2ccccc2)cn(O)c1=O	15.2	0.8	-2.9	2.8	-0.2	0.9	97.3	107.8	1.24	2.5
20	Cc1cccc2cc(CN(Cc3ccc(F)cc3)C(=O)C(F)(F)F)c3nnnn3c12	4.8	-1.8	0.6	1.9	-0.2	1.0	98.3	102.1	1	2.5
21	COc1ccccc1NC(=O)N(C1CCCC1)C1CCN(C(C)=O)CC1	0.1	5.1	-6.6	0.4	-0.3	-0.6	99.6	109.9	0.96	-1.4
22	O=C(Cn1nc(-c2ccccc2)ccc1=O)NCc1ccc2c(c1)OCO2	0.4	-9.4	-0.3	-3.9	-0.3	0.0	103.5	102.0	1.16	-0.9
23	Oc1ccc(/C(Cc2ccc3ccccc3n2)=N\Nc2ccccc2)c(O)c1	11.5	27.4	-19.6	-9.5	-0.1	1.1	109.1	123.2	1.13	-2.8
24	O=c1n(Cc2ccccc2F)c2ccccc2n1Cc1ccccc1F	-7.1	5.0	-6.0	9.7	-0.4	-0.6	91.1	105.8	0.85	-7.3
25	Cn1c(NCc2ccc(Cl)cc2)nc2ccccc21	-3.2	69.6	7.8	-38.9	0.6	-0.4	136.1*	101.3	0.79	-3.2
26	COc1ccc(CNC(=O)CSCc2cccc(Cl)c2)cc1	-5.9	1.4	14.2	5.4	-0.3	-0.1	95.2	90.1	1.3	-6.4
27	COc1ccc(CC(NC(C)=O)C(=O)NC2CCN(C(=O)C3CC3)CC2)cc1OC (configuration not stated)	4.4	3.3	-2.8	2.4	-0.3	-0.3	98.3	104.4	1.06	1.6
28	CC1CC2(CCCC2)N(C(=O)c2ccccc2)Cc2ccccc21 (configuration not stated)	-1.6	5.5	13.4	3.5	-0.5	-0.2	96.9	91.6	1.21	-4.3
29	CCCCOCCCNc1ncnc2c1[nH]c1ccccc12	0.6	-5.0	56.3*	41.3*	0.4	-0.2	61.7	55.0	0.5	-2.0
30	Cc1ccc(-n2c(O)c(C=Nc3ccc(S(=O)(=O)Nc4ncccn4)cc3)c3ccccc3c2=O)cc1C	3.2	52.6	-4.3	-1.2	-0.5	-1.7	100.8	106.9	1.23	-2.0

Retrieved one by one from above:
no.	smiles	TLR4 MyD88 comp	APP 5'UTR act	STAT3 inh	STAT1 inh	Hsp70 activator	Redox H2O2 prof	STAT1 act	STAT3 activator	NF-kB neuron act	Efa HMGR inh
24	O=c1n(Cc2ccccc2F)c2ccccc2n1Cc1ccccc1F	-7.1	5.0	-6.0	9.7	-0.4	-0.6	91.1	105.8	0.85	-7.3
29	CCCCOCCCNc1ncnc2c1[nH]c1ccccc12	0.6	-5.0	56.3*	41.3*	0.4	-0.2	61.7	55.0	0.5	-2.0
19	Cc1nc(-c2ccccc2)cn(O)c1=O	15.2	0.8	-2.9	2.8	-0.2	0.9	97.3	107.8	1.24	2.5

(next part)
no.	smiles	TLR4 MyD88 comp	APP 5'UTR act	STAT3 inh	STAT1 inh	Hsp70 activator	Redox H2O2 prof	STAT1 act	STAT3 activator	NF-kB neuron act	Efa HMGR inh
31	O=C(c1ccc(Nc2cccc(C(F)(F)F)c2)nc1)N1CCCC1	1.0	9.2	12.9	2.4	-0.2	-0.1	97.8	95.2	0.8	-2.4
32	Cn1c(Sc2ccc(Cl)cc2)c(C=O)c2ccccc21	8.5	3.8	-78.3	13.8	-0.1	2.0	87.6	169.9*	0.76	-1.5
33	N#CCCN1CCN(C(=S)c2ccc(-c3cccc(Cl)c3)o2)CC1	-6.3	31.0	1.9	-21.1	0.0	-0.8	119.4	101.2	1.98	1.5
34	O=C(COC(=O)C1CC(=O)N(C2CCCCC2)C1)c1ccc(F)cc1 (configuration not stated)	1.1	31.1	4.8	8.0	-0.1	-1.8	93.3	96.2	1.22	3.2
35	COc1ccc(NC(=O)CCCSc2ccccc2)cc1	-5.7	6.7	0.6	0.0	-0.2	-2.1	100.1	99.3	1.72	5.0
36	O=c1[nH]c2cc3c(cc2cc1CN(CCc1ccccc1)Cc1nnnn1CC1CCCO1)OCO3 (configuration not stated)	-9.1	13.1	9.6	3.3	-0.2	0.5	96.9	96.7	1.06	-5.2
37	O=C(Nc1cccc(F)c1)c1ccc(-c2ccccc2C(F)(F)F)o1	-4.8	6.3	-6.0	4.0	-0.1	0.0	96.4	102.6	1.34	1.4
38	COc1ccc(C(=O)/C=C/Nc2ccc(C)cn2)cc1OC	-8.9	145.2*	10.5	-46.3	0.7	4.2	142.7*	95.2	5.22*	-1.1
39	Cc1csc(NC(=O)CSc2nncc(=O)n2N)n1	-19.0	-2.2	10.5	-4.2	0.0	1.3	104.2	98.1	1	4.7
40	O=C(/C=C/c1ccc(Br)cc1)NC(=S)NNC(=O)c1ccco1	-0.4	54.9	6.9	2.7	0.1	4.4	97.9	96.7	0.9	-3.4
41	Cn1c2ccccc2c2ncn(CCN3CCOCC3)c(=O)c21	0.4	-3.5	-20.8	6.4	-0.4	1.4	94.1	123.4	1.17	-5.0
42	Cc1cc2ncn(S(=O)(=O)c3ccc(S(=O)(=O)N4CCCCCC4)cc3)c2cc1C	2.5	4.9	10.9	14.9	-0.4	1.4	90.4	94.0	/	/
43	CCOC(=O)CSc1nnc(CNC(=O)c2cccc(C)c2)n1-c1ccccc1OC	-4.9	7.7	8.6	7.3	-0.4	1.8	93.4	95.8	1.24	-2.2
44	COc1cc(C(=O)NC(=S)Nc2ccc(Cl)c(C(=O)O)c2)cc(OC)c1OC	0.8	-5.7	-4.8	-1.1	-0.2	2.7	101.0	104.1	1.01	-2.3
45	O=C(O)c1ccc(C2NCC(c3ccccc3Cl)c3c2[nH]c2ccccc32)cc1 (configuration not stated)	-14.0	-5.1	1.1	-0.5	0.5	-0.6	99.5	105.6	1.11	-0.1

More results follow:
no.	smiles	TLR4 MyD88 comp	APP 5'UTR act	STAT3 inh	STAT1 inh	Hsp70 activator	Redox H2O2 prof	STAT1 act	STAT3 activator	NF-kB neuron act	Efa HMGR inh
46	CCOC(=O)c1cc(-c2ccc(OC)cc2)nc2c1c(C)nn2CCC#N	-2.2	-10.3	22.9	-3.6	-0.1	0.1	103.3	82.3	0.54	-3.5
47	CSC1=NCCN1C(=O)c1ccc(S(=O)(=O)N2CCCCC2)cc1	1.3	6.3	-5.2	-6.5	-0.3	-2.2	107.0	104.4	0.86	2.2
48	CC1CCN(C(=O)Cn2c(=O)n(Cc3ccc4c(c3)OCO4)c(=O)c3ccccc32)CC1	-4.8	-1.0	6.8	7.4	0.4	-0.8	93.3	99.1	0.8	0.8
49	CCNC(=S)NNC(=O)c1ccccn1	0.6	-9.6	14.2	-1.1	-0.5	-0.7	100.5	89.2	0.86	-7.1
50	O=C(N/N=C/c1cccc(F)c1)c1c(O)c2c([nH]c1=O)CCCC2	5.5	141.7*	7.2	-3.5	-0.3	0.3	103.2	93.9	1.22	-8.8
51	CC(=O)c1c(C)[nH]c(C(=O)OC2CCOC2=O)c1C (configuration not stated)	4.0	13.7	-0.3	8.0	0.0	-1.5	93.8	103.9	0.89	4.4
52	COc1ccc(NC(=O)CO/N=C(\C)c2cccs2)cc1	0.3	5.1	15.0	-8.5	0.1	-0.8	106.9	89.0	1.34	-3.5
53	CSCC[C@H](NC(=O)OC(C)(C)C)c1nnc(SCC=C(C)C)o1	-0.4	2.4	6.5	-5.1	-0.2	1.4	104.7	100.0	1.1	-1.8
54	COc1cccc(N(CC(=O)N2CCN(c3ccccc3OC)CC2)S(C)(=O)=O)c1	-2.9	9.2	0.7	-5.9	-0.2	0.2	105.4	99.6	1.07	-3.2
55	CC(=O)Oc1ccc(/C=N/NC(=O)C2CCCN2S(=O)(=O)c2ccc(Cl)cc2)cc1 (configuration not stated)	-7.1	-12.1	3.8	3.0	-0.2	0.0	97.3	94.5	1.25	-10.9
56	Cc1c(NC(=O)c2ccco2)cccc1-c1nc2cccnc2s1	0.7	-4.9	-15.0	1.8	-0.4	-1.4	98.4	116.3	0.99	-4.1

Compounds as they come; overall some 5.6% were active at least once.
